RSV antiviral HEp-2 = RSV antiviral activity via CPE protection, HEp-2 cells, primary 10 µM value included (AID 2391); HEp-2 cells, RSV-induced CPE inhibition; higher % means a stronger effect; CPE inhibition, % at 10 µM; hits with a dose series show IC50 in µM; actives 0.13% (n = 310,000); in the data active = a potency from the dose series; inconclusive = CPE inhibition mostly from about 23% at the one dose, without a potency; inactive = the rest, 99 in 100 with CPE inhibition below about 21%; also: strong numbers were not always called active
PMI inhibitors = inhibitors of human PMI, primary screen, biochemical, fluorescence intensity, coupled assay (AID 1209); inhibition, % at 20 µM, or IC50 in µM where a hit was titrated; purified PMI enzyme, coupled fluorescence intensity; higher % means a stronger effect; actives 0.42% (n = 190,000);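 also: plate controls were DMSO vehicle for no effect and wells lacking substrate for full effect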
PMI inhibition = human PMI inhibitors, high substrate, primary screen, biochemical, fluorescence intensity, high mannose 6-phosphate (AID 1220) | Mannose-6-phosphate isomerase (Homo sapiens) | recombinant PMI enzyme, coupled fluorescence intensity; higher % means a stronger effect | one-dose inhibition, % at 20 µM; IC50 in µM for titrated hits | actives 0.66% (n = 190,000)
West Nile antiviral = West Nile virus antiviral activity, cell-based, CPE readout (AID 1621); West Nile virus-infected cells, CPE inhibition; higher % means a stronger effect; CPE inhibition, % at 10 µM; hits with a dose series show IC50 in µM; actives 0.02% (n = 290,000); in the data active = a potency from the dose series; inconclusive = CPE inhibition mostly from about 3.7% at the one dose, without a potency; inactive = the rest, 99 in 100 with CPE inhibition below about 2.2%; also: strong numbers were not always called active
M17LAP inhibition = P. falciparum M17LAP inhibitors, primary screen, biochemical, fluorogenic H-Leu-NHMec substrate, 1536-well (AID 1619). Leucine aminopeptidase (Plasmodium falciparum (isolate 3D7)). recombinant M17LAP, H-Leu-NHMec fluorogenic kinetic assay; higher % means a stronger effect. one-dose inhibition, % at 30 µM; IC50 in µM for titrated hits. actives 0.38% (n = 220,000);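 active = compound inhibiting the enzyme by more than half at any dose during confirmatory dose-response retesting; inconclusive = strong single-dose inhibitors picked by rank but not retested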;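 also: plate controls were full reaction with DMSO carrier for no effect and no enzyme background for full effect; strong numbers were not always called active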
TNAP activation fold = human TNAP enzyme activators, primary screen, biochemical, luminescent, no phosphate acceptor, uHTS (AID 1001) | purified TNAP, luminescent activation assay, no phosphate acceptor; higher activation fold means a stronger effect | actives 0.03% (n = 200,000) | activation fold at 20 µM, or EC50 in µM where a hit was titrated; in the data active = activation fold from about 3, or a potency from the dose series; inactive = the rest, 99 in 100 with activation fold below about 1.6; also: many of its hits are not listed in these tables
T cell modulator = modulators of CD8 T cell-vesicle binding, primary screen, mouse 2C CD8+ T cells, flow cytometry; 2C CD8+ T cell-vesicle binding; hits give low values; calls only at 7 µM; actives 0.068% (n = 330,000);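 active = response, share of CD8 T cells binding vesicles, and their 90th percentile fluorescence all below set limits, cut at about 80% in these data, passing the limit was not always enough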
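Test system: purified 2C TCR transgenic mouse naive CD8+ T cells. Probe or stimulus: QL9-peptide-loaded Drosophila micro-vesicles bearing Ld, ICAM-1 and B7-1. Incubation: binding step 1.5 h, 37 °C, antibody labelling 20 min, ice. Measured by: flow cytometry of vesicle-bound cells.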
UTI89 phage lysis = inhibition of K1F phage lysis, E. coli UTI89, bacterial capsule biogenesis inhibitors, alamar blue (AID 488966); actives 0.02% (n = 340,000); E. coli UTI89 K1F phage lysis, alamar blue, 2 h; higher % means a stronger effect; inhibition, % at 100 µM, or IC50 in µM where a hit was titrated;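 active = phage lysis inhibition, versus mean bacterial control, above a set limit; inconclusive = no clear call, values can overlap the other calls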;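 also: capsule biogenesis inhibitors block K1F phage lysis so surviving cells raise fluorescence; higher fluorescence means more inhibition of phage lysis; actives were called in the ten point dose series up to 300 µM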
M1AAP inhibition = P. falciparum M1AAP inhibitors, biochemical, fluorogenic H-Leu-NHMec substrate, 1536-well (AID 1445); Aminopeptidase N (Plasmodium falciparum (isolate 3D7)); recombinant M1AAP, H-Leu-NHMec fluorogenic kinetic assay; higher % means a stronger effect; inhibition, % at 30 µM; hits with a dose series show IC50 in µM; actives 0.42% (n = 220,000);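 active = primary inhibition above the hit cutoff, then over 50% inhibition at one or more dose response concentrations, cut at about 23% in these data, passing the limit was not always enough; inconclusive = conflicting primary data, or primary hits not chosen for dose response; inactive = low primary inhibition, or under 50% at every dose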;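 also: plate controls were DMSO full reaction for no effect and no enzyme background for full effect; strong numbers were not always called active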
T cell modulator vesicle-bound % = second read-out of T cell modulator, no call of its own (marks repeat the call); double positive events, %; measured here: CD8+ vesicle-bound cell fraction;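 binding gate set so that unloaded-vesicle control wells show 10% double positive cells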
* marks the source's active call; other numbers are inactive results; i = inactive; ? = inconclusive; / = not tested or not shown; & = joins results of further samples; [ ] = another dose, or the depositor's remark. Rule as the data show it, unless noted: active = inhibition above about 50%; inactive = the rest.

SMILES	RSV antiviral HEp-2	PMI inhibitors	PMI inhibition	West Nile antiviral	M17LAP inhibition	TNAP activation fold	T cell modulator	T cell modulator vesicle-bound %	UTI89 phage lysis	M1AAP inhibition
CN1CCN(C(=S)NC(CC(=O)c2ccccc2)c2ccccc2)CC1 (stereo not drawn)	0.3%	/	/	0.2%	0.5%	/	i	41.0	-0.2%	0.2%
Cc1ccccc1N=C1NC(=O)C(CO)(CO)S1	1.2%	/	/	0.8%	/	/	i	45.5	0.0%	/
O=C(C1CCC(CNc2c(N3CCOCC3)c(=O)c2=O)CC1)N1CCN(c2ccccc2)CC1 (stereo not drawn)	0.2%	2.8%	-1.3%	0.3%	7.7%	1.1	i	41.8	-0.1%	8.8%
O=C(O)c1sccc1Oc1ccc(NS(=O)(=O)c2ccc(Cl)cc2)cc1	1.6%	/	/	-0.5%	/	/	i	63.4	-0.1%	/
CCOc1cc(-c2nc(-c3ccc(OC)cc3)no2)cc(OCC)c1OCC	2.3%	-9.0%	-7.0%	-0.1%	-13.0%	1	i	38.2	-0.1%	-1.6%
CC1(C)C(Cl)C(=O)C(C(=O)c2ccccc2)C(=O)C1Cl (stereo not drawn)	-0.3%	/	/	0.6%	/	/	i	42.6	0.3%	/
CC1CN(C2CC(C)(C)NC(C)(C)C2)CCC1=O (stereo not drawn)	1.3%	-2.0%	-0.3%	-0.1%	0.5%	1.1	i	32.9	0.2%	-3.3%
COc1ccc(C(=O)Nc2ccc(OCC(=O)N3CCOCC3)cc2)c(OC)c1OC	0.1%	/	/	-0.3%	/	/	i	22.9	-0.1%	/
COc1cccc(-c2nc(CS(=O)(=O)CC(=O)NC3CCCc4ccccc43)c(C)o2)c1 (stereo not drawn)	3.6%	8.2%	2.2%	-0.3%	3.6%	1	i	20.9	1.7%	6.2%
Cc1ccc(SCC(=O)Nc2ccc(-c3nnc(-c4ccco4)o3)cc2)cc1	3.2%	0.9%	-2.9%	-0.3%	0.8%	1	i	58.3	1.4%	-0.2%
O=c1[nH]c2ccccc2nc1/C=C(\O)c1cccs1	4.2%	-15.2%	-13.7%	-0.2%	7.3%	1	i	57.3	0.3%	-1.0%
CC(=O)c1ccc(NC(=O)C(C)Sc2n[nH]c(-c3cccnc3)n2)cc1 (stereo not drawn)	1.4%	/	/	-0.5%	/	/	i	19.5	0.0%	/
OCCC1CN(C2CCN(c3ccccc3F)CC2)CCN1Cc1ccccc1 (stereo not drawn)	-3.1%	18.1%	15.6%	-0.6%	0.9%	1.1	i	30.9	0.1%	2.4%
CCO[C@@H]1OC(C(=O)O)=C[C@H](c2ccc(Br)cc2)[C@H]1CCCO	0.9%	-12.2%	-8.2%	-0.2%	-5.1%	1	i	45.6	-0.4%	6.6%
O=C(c1ccco1)N1CCN(C(=O)c2cc(-c3ccccn3)nc3ccccc23)CC1	1.5%	0.1%	-2.5%	-0.4%	1.8%	1.1	i	19.8	0.7%	2.7%
Cc1ccnc(NC(=O)CC(c2ccccc2)c2ccccc2)n1	0.5%	-0.4%	-4.8%	-0.6%	12.4%	1.2	i	15.1	-0.1%	6.2%
CCCS(=O)(=O)N1CCN(c2ccccn2)CC1	0.7%	-5.1%	-6.0%	0.8%	0.8%	1.2	i	27.3	-0.1%	0.8%
O=C(Nc1ccc(-c2nc3ccc(NC(=O)c4cccs4)cc3[nH]2)cc1)c1cccs1	?	-1.8%	-5.7%	-0.3%	-1.0%	1	i	23.3	0.2%	11.1%
COc1ccccc1C(=O)C1CCCN(C(=O)CN2CCCCC2=O)C1 (stereo not drawn)	2.0%	5.3%	2.4%	0.8%	-4.1%	1.1	i	21.4	0.3%	0.9%
COc1ccc(S(=O)(=O)c2nnn(-c3cccc(OC)c3)c2N)cc1	5.9%	4.7%	12.2%	0.2%	-4.7%	1.1	i	55.7	1.7%	0.9%

Entries shown so far that contain two or more sulfur atoms:
SMILES	RSV antiviral HEp-2	PMI inhibitors	PMI inhibition	West Nile antiviral	M17LAP inhibition	TNAP activation fold	T cell modulator	T cell modulator vesicle-bound %	UTI89 phage lysis	M1AAP inhibition
O=C(O)c1sccc1Oc1ccc(NS(=O)(=O)c2ccc(Cl)cc2)cc1	1.6%	/	/	-0.5%	/	/	i	63.4	-0.1%	/
O=C(Nc1ccc(-c2nc3ccc(NC(=O)c4cccs4)cc3[nH]2)cc1)c1cccs1	?	-1.8%	-5.7%	-0.3%	-1.0%	1	i	23.3	0.2%	11.1%

Following part:
SMILES	RSV antiviral HEp-2	PMI inhibitors	PMI inhibition	West Nile antiviral	M17LAP inhibition	TNAP activation fold	T cell modulator	T cell modulator vesicle-bound %	UTI89 phage lysis	M1AAP inhibition
COCCn1c(C)cc(C2=NNC(=NC(C)(C)C)SC2)c1C	4.9%	-1.6%	11.2%	-0.6%	1.6%	1	i	29.3	0.2%	7.5%
O=C(CCC1COc2ccccc2O1)Nc1ccc(Cl)cn1 (stereo not drawn)	8.2%	0.4%	-0.4%	?	-0.9%	1.1	i	43.3	6.1%	9.4%
CCC(=O)Nc1ccc(NC(=O)c2c(C)nc3ccccn23)cc1	2.3%	4.8%	3.5%	0.3%	0.3%	1.1	i	26.6	4.9%	11.7%
CCn1c(=O)c(C(=O)NCc2cccnc2)c(O)c2ccccc21	9.8%	-8.5%	-14.6%	0.5%	2.0%	1.1	i	16.4	0.3%	8.8%
CCOC(=O)c1nc(NCCc2ccccc2)sc1C	1.8%	-13.6%	-9.2%	-1.4%	3.1%	1	i	17.9	0.7%	7.0%
O=C1Nc2ccc([N+](=O)[O-])cc2OC1CCN1CCN(c2ccccc2)CC1 (stereo not drawn)	0.2%	5.6%	4.6%	-0.3%	-4.7%	1	i	52.3	0.1%	10.7%
CC(C)=CC1C=C(C)C(C)C2C(=O)NNC(=O)C12 (stereo not drawn)	-1.6%	2.8%	-2.8%	0.4%	2.9%	1.1	i	14.9	-0.1%	-3.2%
Cc1cc(=O)[nH]c(SCc2nc3ccccc3n2Cc2ccccc2)n1	0.3%	2.1%	-2.5%	-0.3%	19.9%	1.1	/	/	6.3%	12.8%
Cc1cccc(NC(=O)CCS(=O)(=O)c2ccccc2)n1	3.9%	/	/	0.0%	/	/	i	25.9	0.2%	/
COc1ccc(C2CC(Cn3cc(C#N)c(=O)n(C)c3=O)ON2C)cc1 (stereo not drawn)	0.4%	1.5%	1.3%	0.0%	-0.8%	1	i	44.0	/	1.3%
C/C(=C\C(=O)C(F)(F)F)Nc1ccc(C(F)(F)F)cc1	1.9%	14.4%	13.2%	-0.1%	5.7%	1.1	i	31.6	0.9%	-0.8%
Cc1cc(C)nc(NS(=O)(=O)c2ccc(-n3cccc3)cc2)n1	0.7%	-2.4%	4.0%	0.5%	16.5%	1.1	i	43.9	0.9%	4.4%
CCCCOC(=O)C1[C@H]2C(=O)N(CCc3ccccc3)C[C@]23C=C[C@H]1O3 (stereo partly drawn)	1.1%	-7.6%	-0.4%	-0.5%	17.9%	1.1	i	40.0	0.2%	-5.7%
O=C(CCC1CCN(C(=O)c2cccc(Cl)c2F)CC1)Nc1ccccc1	4.0%	/	/	-0.1%	/	/	i	42.6	-0.1%	/
c1ccc(-c2csc(Nc3nc(N4CCOCC4)nc(N4CCOCC4)n3)n2)cc1	1.6%	9.3%	1.0%	0.1%	1.8%	1	i	39.8	0.2%	3.6%
O=C(NCc1ccc2c(c1)OCO2)C(=O)Nc1ccccc1	-0.2%	-1.2%	-0.6%	-0.6%	1.6%	1.1	i	31.5	0.3%	0.3%
CCCCNC(=O)C(=O)NCCCn1ccnc1	0.5%	5.6%	3.6%	-0.2%	5.5%	1	i	51.9	0.0%	0.8%
C=CCn1c(SCC(=O)Nc2ncc(Cc3ccc(Br)cc3)s2)nnc1-c1ccncc1	0.7%	17.2%	7.5%	-0.5%	-1.1%	1	i	11.7	0.8%	0.4%
CCSc1nc2ccccc2[nH]1	0.5%&1.5%	-6.1%&3.4%	-5.3%&-6.3%	0.5%&1.7%	5.8%&1.1%	1&1.1	i	35.0&9.5	-3.5%&-2.4%	1.2%&6.8%
CSC1=N/C(=C/c2cccnc2)C(=O)N1Cc1ccc(Cl)cc1	-0.5%	/	/	-0.6%	-7.2%	/	i	33.3	-0.6%	-1.2%
Nc1ccn(Cc2cccc(F)c2)n1	-0.2%	2.3%	1.5%	0.7%	-7.8%	1.1	i	40.0	0.1%	1.3%
Cc1n[nH]c(C)c1S(=O)(=O)N1CCC(C(=O)Nc2cccc(F)c2)CC1	-0.1%	/	/	0.5%	/	/	i	16.7	0.2%	/
CCOC(=O)c1ccc(CSc2n[nH]c(C)n2)o1	2.6%	-2.7%	-6.3%	-0.1%	7.2%	1.1	i	22.0	-0.2%	-4.4%
CCn1nc(NC(=O)C2CCCO2)c2cc3cc(C)ccc3nc21 (stereo not drawn)	3.4%	-4.5%	3.0%	-0.3%	-5.1%	1.2	i	60.7	0.2%	4.7%
Fc1ccccc1/C=N/n1cc(-c2ccccc2)[nH]c1=S	-0.7%	/	/	0.1%	/	/	i	43.8	0.1%	/
CCOC(=O)/C=c1\s/c(=C\c2ccc(C#N)cc2)c(=O)n1CC(=O)Nc1cccc(C)c1C	-0.9%	0.4%	-12.8%	-0.8%	2.6%	1	i	45.2	0.2%	9.3%
C=CCN(C(=O)c1csnn1)C(C(=O)NCc1ccc(F)cc1)c1sccc1C (stereo not drawn)	0.0%	/	/	-0.2%	/	/	i	25.0	-0.1%	/
O=C(NC(=S)N1CCN(c2ccc(O)cc2)CC1)c1cccs1	-1.9%	/	/	-0.2%	1.3%	/	i	39.8	0.1%[50 µM]	2.0%
O=C(Nc1ccncc1)c1ccc(S(=O)(=O)Nc2ccccc2)cc1	1.2%	4.3%	10.3%	-1.7%	5.0%	1	i	21.5	1.5%	0.7%
O=C(CN1CCCCC1)Nc1nnc(-c2ccccc2)s1	0.8%	4.2%	3.2%	-0.1%	34.8%	1.1	i	1.7	3.0%	5.2%

Bioassay records deposited in PubChem by several laboratories.
